FLuc counter = counter-screen for miR-21 project: firefly luciferase inhibitors or activators; P08659; purified FLuc, Km substrates, luminescence inhibition; Potency, µM (doses to about 57.5 µM), for the others: top-dose activity change, negative = inhibition, most hits filed as inhibitors; hit rate 6.9% among 360,000; AID 588342;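 further: potency means the concentration at half of the fitted maximal effect; plate controls were vehicle for no effect and reference inhibitor for full effect; nearly all actives have a fitted effect of over 55% in size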
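Purified P. pyralis luciferase (10nM final) with 10uM D-luciferin and 10uM ATP (Km levels) in 50mM Tris acetate pH 7.5, 10mM Mg acetate, 0.01% Tween-20, 0.05% BSA; qHTS 6-point titration, ~60 µM downward; luminescence read.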
Tb PFK block = blocks T. brucei phosphofructokinase | Potency, µM (top dose mostly 57.5 µM), for inactives: at the highest dose activity, negative = inhibition, hits mostly inhibitors | T. brucei PFK, ADP-Glo luminescence | hit rate 0.17% among 330,000 | O15648 | AID 485367;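 further: potency means the concentration at half of the fitted maximal effect; 0% = uninhibited 1x PFK enzyme wells and -100% = no-enzyme wells; nearly all actives have a fitted effect of over 60% in size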
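1.25 nM PFK with 0.5 mM F6P and 0.1 mM ATP in 0.1 M TEA pH 8.0, 5 mM MgCl2, incubated 45 min at room temperature; ADP measured by ADP-Glo luminescence; compounds titrated up to 57 uM.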
TRPV1 agonist = activates the human vanilloid receptor TRPV1; Q8NER1; TRPV1-expressing cells, Fluo-8 calcium influx, agonist mode; AID 540275; hit rate 0.19% among 320,000; activation, % at 8.33 µM; in the data active means activation above about 80%; inconclusive means between about 30% and that limit; further: 0% is about no effect
Target sequence (Q8NER1 whole entry, looked up): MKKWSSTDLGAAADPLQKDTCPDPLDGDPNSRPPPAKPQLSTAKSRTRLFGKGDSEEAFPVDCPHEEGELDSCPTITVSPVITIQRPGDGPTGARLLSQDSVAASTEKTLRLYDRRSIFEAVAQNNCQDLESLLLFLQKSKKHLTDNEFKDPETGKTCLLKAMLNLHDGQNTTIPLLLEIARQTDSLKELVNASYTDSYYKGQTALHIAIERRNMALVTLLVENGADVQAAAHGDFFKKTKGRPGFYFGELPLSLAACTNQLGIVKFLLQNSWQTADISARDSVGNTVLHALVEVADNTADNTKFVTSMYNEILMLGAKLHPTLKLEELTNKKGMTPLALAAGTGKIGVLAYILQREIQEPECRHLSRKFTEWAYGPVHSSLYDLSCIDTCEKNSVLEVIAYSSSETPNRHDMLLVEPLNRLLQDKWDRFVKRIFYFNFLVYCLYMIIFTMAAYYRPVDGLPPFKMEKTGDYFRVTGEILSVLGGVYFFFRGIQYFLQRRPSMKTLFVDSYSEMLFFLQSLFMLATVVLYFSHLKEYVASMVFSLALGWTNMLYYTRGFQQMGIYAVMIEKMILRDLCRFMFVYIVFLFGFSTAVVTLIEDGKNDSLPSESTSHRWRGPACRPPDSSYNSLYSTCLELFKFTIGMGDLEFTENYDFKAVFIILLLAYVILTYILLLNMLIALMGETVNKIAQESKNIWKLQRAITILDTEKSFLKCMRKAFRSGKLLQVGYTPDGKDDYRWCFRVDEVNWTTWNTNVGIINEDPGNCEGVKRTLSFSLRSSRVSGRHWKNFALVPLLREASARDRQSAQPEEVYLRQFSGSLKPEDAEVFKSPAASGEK
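Fluo-8 calcium influx in TRPV1-expressing cells, kinetic read (ex 480/em 520 nm). Compound added and read 3 min for agonist activity, followed by capsaicin at EC20 final and 2 min further read for enhancement.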
ELG1 DNA repair = inhibitors of ELG1-dependent DNA repair in HEK293T cells | HEK293T ELG1-luciferase reporter, luminescence, 16 h; DNA damage induced by 5-fluorouridine | Potency, µM (doses to about 46.1 µM), for the others: top-dose activity change, negative = inhibition, hits mostly inhibitors | hit rate 2.3% among 330,000 | AID 504467; further: potency means the concentration at half of the fitted maximal effect; on the % scale 0 is the no-effect control and ±100 the full control effect; nearly all actives have a fitted effect of over 55% in size
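Overnight (16 hr) co-exposure of 2,000 cells/well to 5-fluorouridine and compound at 37 °C preceded detection. Luciferase was quantified via ONE-Glo luminescence; loss of signal denotes inhibition.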
NPC1 promoter act = activates the NPC1 promoter | Huh7 NPC1 promoter luciferase reporter, 24 h | Potency, µM (highest dose often 9.22 µM), without a hit: top-dose activation, hits mostly activators | hit rate 2.4% among 320,000 | AID 485313;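 further: potency means the concentration at half of the fitted maximal effect; % of control where 0% means no effect; nearly all actives have a fitted effect of over 60% in size; reporter is driven by a mutant NPC1 promoter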
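Luminescence read-out of NPC1 promoter-driven luciferase in stably transfected Huh7 cells; compounds delivered in DMSO and left 24 h at 37C, 5% CO2, qHTS titration format.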
ELG1 genotox = induces genotoxicity in HEK293T cells with luciferase-tagged ELG1 | AID 504466 | hit rate 1.3% among 330,000 | Potency, µM (highest dose often 46 µM), for inactives: at the highest dose activity change, positive = activation, usual class: activators | HEK293T ELG1-luciferase reporter, luminescence, 16 h; further: potency means the concentration at half of the fitted maximal effect; % of control where 0% means no effect; nearly all actives have a fitted effect of over 60% in size
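Cells (2,000/well) expressing the ELG1-luciferase fusion are dosed by pin tool and kept 16 hr at 37 °C, 5% CO2. Signal comes from ONE-Glo luciferase reagent after 30 min at room temperature.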
p53 reactivator = restores transcriptional activity of mutant p53; Potency, µM (doses to about 92.2 µM), for inactives: at the top dose activity change, positive = activation, actives largely listed as activators; H1299 p53-A138V BP100-luciferase reporter, luminescence, 24 h; hit rate 0.063% among 320,000; further: potency means the concentration at half of the fitted maximal effect; % of control where 0% means no effect; nearly all actives have a fitted effect of over 45% in size
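H1299 (p53-null), stable ts p53-A138V + BP100-Luc; 1000 cells/well, Opti-MEM/10% FBS; cpd 4 pt, 1:5; 24 h, 37 deg C, 5% CO2; detection reagent 10 min RT; luminescence.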
RORg inh = ROR gamma (mouse) transcription inhibition. P51450. Drosophila S2 Gal4-RORgamma UAS-luciferase reporter, 20 h. Potency, µM (series often up to 53.6 µM), for the others: at the top dose activity change, negative = inhibition, usual class: inhibitors. hit rate 5.4% among 310,000. AID 2551; further: potency means the concentration at half of the fitted maximal effect; on the % scale 0 is the no-effect control and ±100 the full control effect; nearly all actives have a fitted effect of over 60% in size
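ROR gamma transcriptional activity was tracked as Gal4-UAS luciferase output in stably transfected Drosophila Schneider cells, with compound added 1 hr before 700 uM copper sulfate induction and a 20 hr ambient-temperature incubation.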
Rab9 prom act = activators of Rab9 promoter; hit rate 2.8% among 320,000; Huh7 Rab9 promoter-luciferase reporter, luminescence, 24 h; Potency, µM (highest dose often 9.22 µM), inactives show at the top dose activation, negative = inhibition, hits mostly activators; AID 485297; further: potency means the concentration at half of the fitted maximal effect; % of control where 0% means no effect; nearly all actives have a fitted effect of over 60% in size
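Luminescence read-out: Huh7 cells stably expressing Rab9-luciferase, treated 24 h with compound at 37 °C, then lysed with luciferase reagent for 10 min at ambient before reading.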
VP16 counter = Gal4-VP16 reporter inhibition counter-screen; Drosophila S2 Gal4-VP16 UAS-luciferase, luminescence, 20 h; Potency, µM (highest dose often 53.6 µM), for inactives: at the top dose activity, negative = inhibition, most hits filed as inhibitors; AID 2546; hit rate 3.5% among 310,000;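 further: Gal4-VP16 expression switched on by copper sulfate through the metallothionein promoter; potency means the concentration at half of the fitted maximal effect; on the % scale 0 is the no-effect control and ±100 the full control effect; nearly all actives have a fitted effect of over 50% in size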
BRCA1 expr up = increases BRCA1 expression; MCF7-BRCA1-FFLuc reporter, luminescence, 48 h; response scale: scaled: vehicle 0%, 10 µM genistein 100%; Potency, µM (highest dose often 46.1 µM), for inactives: at the top dose activation, hits mostly activators; hit rate 1.1% among 380,000; further: potency means the concentration at half of the fitted maximal effect; nearly all actives have a fitted effect of over 80% in size; some results filed as inactive show a strong effect at the top dose
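MCF7-BRCA1-FFLuc, 2000 cells/well; 2 h attach, 37 °C/5% CO2; compound 48 h; luciferase substrate 15 min; luminescence end-point. Norm. to genistein 10 microM max activation and DMSO; concentration-response curves fitted.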
Active calls of the source: *; ? = inconclusive; / = not tested or not shown; & = joins results of further samples; [ ] = another dose, or the depositor's remark. Unless noted, the call rests on the fitted dose curve; in most records, active means well fitted curve in the direction sought with a large enough effect; inconclusive means small, poorly fitted or top-dose-only effect, or another doubt; inactive means no such curve, though single readings can be large; an effect the other way counts as inactive or inconclusive.

Below each SMILES: FLuc counter	Tb PFK block	TRPV1 agonist	ELG1 DNA repair	NPC1 promoter act	ELG1 genotox	p53 reactivator	RORg inh	Rab9 prom act	VP16 counter	BRCA1 expr up
[1] C=CCc1cccc(CNc2nc3ccccc3n2C(C)C)c1O
    -1%	3%	-2	-23%	2%	-15%	3%	?	-5%	-1%	-56%
[2] CCOC(=O)c1sc(NC(=O)CN2C(=O)NC3(CCCCCCC3)C2=O)c(C(=O)OCC)c1C
    -5%	-12%	8	?	-7%	-8%	0%	8%	-8%	0%	-12%
[3] COc1ccc(/C=C/C(=O)O)cc1S(=O)(=O)N1CCC(Cc2ccccc2)CC1
    0%	-6%	5	18%	0%	0%	-1%	35%	-10%	0%	3%
[4] Cc1cccc(C(=O)NC(=S)NNC(=O)COc2c(C)cccc2C)c1
    3%	0%	13	1%	0%	0%	6%	13µM*	-3%	?	-18%
[5] CCN1CCN(S(=O)(=O)c2ccc3c4c(cccc24)C(=O)N3CC)CC1
    /	7%	/	?	/	?	-8%	/	/	/	-43%
[6] COc1ccc(Cc2nnc(N)s2)cc1OC
    -1%	-27%	1	14%	-1%	2%	6%	-5%	-9%	6%	5%
[7] CC(C)C1(C(C)C)OC(=O)c2ccccc21
    2%	4%	6	1%	0%	0%	-2%	-12%	-7%	-16%	12%
[8] COCc1cc(=O)[nH]c(/N=C(\N)Nc2ccc(Oc3ccccc3)cc2)n1
    -9%	-3%	0	-9%	1%	-6%	-7%	?	-3%	-13%	-32%
[9] COc1cnn(-c2ccc(C)cc2)c(=O)c1Br
    -14%	5%	-14	?	25%	-14%	?	40%	?	4%	66%
[10] COc1ccc(OC)c(NC(=O)CCCN2C(=S)NC(C)(C)CC2C)c1 (stereo not given)
    10%	-2%	1	0%	0%	0%	-12%	11µM*	0%	18µM*	1%
[11] Cc1ccnc2nc(C(=O)OC(C)C(=O)NCc3ccccc3)nn12 (stereo not given)
    /	-8%	0	14%	-4%	3%	9%	/	10%	/	3%
[12] O=C(Nc1cccc(-c2cn3c(n2)SCC3)c1)c1ccc2c(c1)OCO2
    11µM*	1%	-1	?	26%	-10%	-4%	10%	?	-19%	9%
[13] Cc1cc(C)nc(NC(=NCCc2c[nH]c3ccccc23)NC(=O)Nc2ccc(Cl)c(Cl)c2)n1
    2%	?	-5	?	-1%	-5%	7%	3%	-5%	-11%	-53%
[14] CCCNC(=O)C(Cc1ccc(I)cc1)NC(=O)c1ccc2ccccc2n1 (stereo not given)
    5%	2%	?	?	10%	-1%	-16%	/	-3%	/	-35%
[15] Cc1cc(C)c(NC(=O)c2ccc[n+](Cc3ccc([N+](=O)[O-])cc3)c2)c(C)c1
    -1%	0%	-4	3%	-3%	1%	0%	5%	-6%	2%	0%
[16] CC[N+](CC)(CC=C(C)C)CC(=O)OC
    0%	-5%	1	12%	-2%	1%	1%	7%	2%	-1%	5%
[17] O=c1cc(N2CCc3ccccc3C2)[nH]c(=O)n1C1CCCCC1
    3%	0%	16	10%	-4%	10%	-2%	18%	-7%	-10%	14%
[18] COC(=O)c1cc2c(ccn2-c2ccc(F)cc2)n1Cc1ccc(OC(C)=O)cc1
    ?	-2%	-3	21%	11%	11%	?	-10%	7%	0%	-50%
[19] CC(=O)c1ccc(OCC(=O)N2CCN(S(=O)(=O)c3ccc(Br)s3)CC2)cc1
    2%	-1%	7	?	-2%	-3%	3%	/	-15%	/	-29%
[20] Cc1ccc(-c2nnc(Nc3ccccc3)o2)cc1
    0.15µM*	-12%	?	?	?	0.15µM*	-4%	5µM*	0.13µM*	14µM*	-89%[inhibitor]
[21] Cc1ccc(C)c(C(=O)COC(=O)c2cc([N+](=O)[O-])ccc2NCCO)c1
    1%	-4%	17	?	11%	-5%	-8%	?	-1%	-16%	-35%
[22] CCc1ccc(N2C(=O)C3C4C=CC(CC4)C3C2=O)cc1 (stereo not given)
    4.3µM*	-3%	0	?	3%	9%	-12%	0%	19%	-4%	?
[23] Cc1ccn(S(=O)(=O)c2ccc3oc(=O)ccc3c2)n1
    3%	-14%	-1	6%	1%	-1%	-5%	-19%	-1%	0%	-16%
[24] COC(=O)CCc1c(C)c(C#N)c2nc3ccccc3n2c1N1CCCC1
    1%	2%	-2	-10%	-5%	-2%	3%	-38%	-9%	0%	2%
[25] CC1(C)CC(Nc2ccc(C(F)(F)F)cc2[N+](=O)[O-])CC(C)(C)N1
    5%	-1%	-3	3%	-1%	-10%	-1%	-27%	-1%	3%[10 µM]	-9%
[26] Cc1ccc(Cl)cc1NC(=O)COC(=O)CN1C(=O)C2CCCCC2C1=O (stereo not given)
    -1%	-11%	3	1%	-1%	0%	-6%	/	-34%[inhibitor]	/	0%
[27] CCCc1nnc(SCC(=O)Nc2ccc(OCC)cc2)n1N
    2%	-4%	-1	-1%	-2%	8%	-5%	-2%	15%	0%	7%
[28] CCCCC(=O)Nc1nnn(CCC)n1
    -2%	-9%	-3	0%	1%	6%	-6%	15%	1%	6%	2%
[29] CC(C)(C)C1CCC(N2CCN(c3ccccc3)CC2)CC1 (stereo not given)
    1%	-2%	-4	2%	-3%	-5%	-5%	11%	-7%	-11%	-18%
[30] CCOc1ccc(S(=O)(=O)N2CCC(C(=O)NC3CC3)CC2)cc1Cl
    2%	1%	0	-9%	?	-3%	-5%	19%	-3%	4%	9%
[31] CC(Sc1nncn1C)C(=O)Nc1ccc(S(N)(=O)=O)cc1 (stereo not given)
    0%	-3%	2	-3%	-4%	-1%	4%	-2%	-4%	3%	-1%
[32] COC(=O)CSc1nnc(CSc2nc(C)cc(C)n2)n1Cc1ccco1
    0%	-10%	16	9%	0%	-4%	1%	?	-4%	-4%[0.365 µM]	-24%
[33] CCOC(=O)N1CCN(S(=O)(=O)c2c[nH]c(C(=O)OC)c2)CC1
    0%	-1%	6	14%	0%	0%	-3%	0%	2%	-1%	-9%
[34] Cc1cccc(NC(=O)Nc2ccccc2)n1
    12µM*	0%	3	?	?	?	?	2%	?	22%	61%
[35] CCN(c1ccc(OC)cc1)S(=O)(=O)c1csc(C(N)=O)c1
    1%	7%	-3	0%	-3%	0%	-2%	2%	-5%	-1%	6%
[36] COC(=O)c1ccc(COC(=O)CNC(=O)C2CCCCC2)cc1
    /	2%	/	15%	/	1%	4%	/	/	/	0%
[37] C=CCNC(=O)c1ccccc1NC(=O)c1ccc(Cl)c(S(=O)(=O)Nc2cc(C)ccc2C)c1
    -3%	-5%	1	?	1%	-12%	-1%	44%	0%	-9%	-69%
[38] COCc1ccc(CN2CCCC(C(=O)Nc3ccc(-c4cscn4)cc3)C2)o1 (stereo not given)
    -4%	2%	2	-5%	2%	0%[9.26 µM]	-2%	15%	-3%	-2%	21%
[39] COc1cc(NC(=O)c2cccnc2Sc2ccc(C)c(C)c2)cc(OC)c1OC
    5%	1%	3	?	-2%	-3%	-5%	12%	-2%	-6%	-33%
[40] CN=C1SC(CC(=O)Nc2ccc(F)cc2F)C(=O)N1/N=C(\C)c1cccc(OCC(=O)O)c1 (stereo not given)
    1%	2%	/	0%	-4%	-1%	-2%	-3%	-4%	8%	3%
[41] COc1cccc(C(=O)C2CCCN(Cc3cccc(OCCO)c3)C2)c1 (stereo not given)
    4%	-3%	5	-2%	-5%	-3%	/	15%	-2%	-1%	-11%
[42] COc1cc2c(cc1OC)C(C)N(C(=O)c1sccc1C)CC2 (stereo not given)
    6%	-2%	2	-1%	-5%	0%	-2%	?	-4%	1%	2%
[43] Cc1ccc(-c2cccc(C3CC=CC4C3C(=O)N(Cc3ccccc3)C4c3ccc(C(F)(F)F)cc3)c2)cc1 (stereo not given)
    1%	0%	-3	?	-9%	-7%	15%	13%&0%	-8%	5%&2%	-9%
[44] COc1cccc(NC(=O)C(C)N2C(=O)c3ccccc3S2(=O)=O)c1 (stereo not given)
    4%	0%	-1	?	0%	0%	3%	/	0%	/	-23%
[45] O=C(NC1CC1)c1cc(Cl)ccc1[N+](=O)[O-]
    -1%	-6%	1	0%	-18%	3%	0%	2%	-5%	13%	-1%
[46] CC(=O)Oc1ccc(C(=O)N2c3ccccc3NC(=O)C2C)cc1 (stereo not given)
    -3%	10%	2	-4%	-4%	0%	-2%	24%	1%	-5%	-2%
[47] CC1CCN(C(=O)c2ccccc2NC(=O)c2cccc(S(=O)(=O)N3CCOCC3)c2)CC1
    1%	1%	1	5%	10%	2%	3%	?	12%	-2%	-28%
[48] Cc1ccccc1C(=O)Nc1ccc(Cl)cn1
    17µM*	2%	16	?	2.5µM*	10µM*	26%	-23%	3.5µM*	1%	?
